bovine MsrA act: activators of bovine methionine sulfoxide reductase A | AID 602163 | purified bovine MsrA, absorbance read-out | activation, % at 10.6 µM | 360,000 compounds, 0.3% hits; in the data active means activation above about 7.5%;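 further: 0% = vehicle and 100% = reference activator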
CSN deneddyl inh: CSN deneddylation inhibition. Q92905. Purified CSN, SCF-Nedd8-OG deneddylation, fluorescence polarization. inhibition, % at 12.5 µM. 360,000 compounds, 0.38% hits. AID 651999;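 active means pattern-corrected inhibition above about 35%, with an unprinted fluorescence ratio check between 0.5 and 1.5, limit read from the data, passing the limit was not always enough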;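 further: 0% = enzyme with substrate and 100% = substrate without enzyme; some results filed as inactive read as strong as hits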
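Assay system: purified human Csn5 enzyme expressed in HEK293T cells; measure: % inhibition; also added: SCFSkp2-Nedd8OG substrate at 10 nM final; technique: fluorescence polarization; times: reaction 90 min, room temperature; medium: Tris buffer pH 7.5, NaCl, DTT, Tween-20, trehalose, ovalbumin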
MsrA inh: bovine MsrA inhibition. inhibition, % at 15.5 µM. purified bovine MsrA, absorbance read-out. 360,000 compounds, 0.75% hits; in the data active means inhibition above about 4.5%;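 further: 0% = vehicle wells with enzyme and 100% = reference inhibitor wells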
E coli Lon inh: inhibits E. coli Lon protease | P0A9M0 | purified E. coli Lon protease, fluorescence polarization | inhibition, % at 7.94 µM | 360,000 compounds, 0.42% hits | AID 602123; in the data active means inhibition above about 13%, passing the limit was not always enough;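 further: 0% = enzyme with probe and DMSO and 100% = no enzyme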
Target sequence (P0A9M0 whole entry, looked up): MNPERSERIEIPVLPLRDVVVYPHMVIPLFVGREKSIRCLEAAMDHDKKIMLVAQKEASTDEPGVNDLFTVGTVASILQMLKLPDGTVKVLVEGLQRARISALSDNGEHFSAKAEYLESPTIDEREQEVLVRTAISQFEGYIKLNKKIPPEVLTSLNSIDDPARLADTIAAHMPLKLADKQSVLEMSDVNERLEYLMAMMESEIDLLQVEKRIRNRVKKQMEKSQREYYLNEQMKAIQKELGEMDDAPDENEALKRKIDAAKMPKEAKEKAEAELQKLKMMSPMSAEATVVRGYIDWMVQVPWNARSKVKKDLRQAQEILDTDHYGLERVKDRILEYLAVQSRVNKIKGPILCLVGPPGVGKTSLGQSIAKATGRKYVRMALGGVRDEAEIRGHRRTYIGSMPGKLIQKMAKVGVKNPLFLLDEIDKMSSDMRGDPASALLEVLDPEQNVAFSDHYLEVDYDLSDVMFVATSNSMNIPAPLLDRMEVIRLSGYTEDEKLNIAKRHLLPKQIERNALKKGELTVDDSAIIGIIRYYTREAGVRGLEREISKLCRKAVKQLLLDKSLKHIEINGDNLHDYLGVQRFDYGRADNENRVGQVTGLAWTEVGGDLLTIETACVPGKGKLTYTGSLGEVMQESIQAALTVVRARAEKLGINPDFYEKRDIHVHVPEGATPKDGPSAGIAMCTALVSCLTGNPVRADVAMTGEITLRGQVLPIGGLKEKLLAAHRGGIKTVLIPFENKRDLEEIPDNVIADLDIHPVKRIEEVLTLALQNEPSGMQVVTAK
Rpn11 block: Rpn11 (human) deubiquitinase inhibition; O00487; human 26S proteasome, Ub4-pepOG fluorescence polarization; 20S core pre-blocked with epoxomicin; calls only at 20 µM; 360,000 compounds, 0.59% hits;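 active means inhibition at 20 µM, scaled to each plate's controls, above about 33%, limit read from the data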
Target sequence (O00487 whole entry, looked up): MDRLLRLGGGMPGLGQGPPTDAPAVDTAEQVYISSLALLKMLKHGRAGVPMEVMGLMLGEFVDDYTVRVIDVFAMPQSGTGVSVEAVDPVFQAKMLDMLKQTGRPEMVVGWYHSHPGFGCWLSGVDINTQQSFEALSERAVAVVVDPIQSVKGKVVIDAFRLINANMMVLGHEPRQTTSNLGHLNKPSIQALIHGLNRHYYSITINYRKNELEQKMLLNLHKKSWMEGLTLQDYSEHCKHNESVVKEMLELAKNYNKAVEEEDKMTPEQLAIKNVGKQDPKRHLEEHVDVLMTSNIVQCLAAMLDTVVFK
Rin1-Abl PPI inh: blocks binding of human Rin1 to Abl | TR-FRET Rin1/Abl binding, biochemical | AID 588664 | 360,000 compounds, 0.4% hits | inhibition, % at 7.35 µM; in the data active means inhibition above about 5%, passing the limit was not always enough
FAS-TE inh: FAS thioesterase (human) inhibition | P49327 | recombinant FAS-TE, OMFH fluorogenic substrate, fluorescence endpoint | inhibition, % at 15 µM | 360,000 compounds, 0.67% hits | AID 602261;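 active means compounds whose normalised, plate-corrected inhibition of enzyme fluorescence in the single-dose primary screen is 50% or more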;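 further: 0% = DMSO with enzyme and 100% = substrate without enzyme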
MLLE-PAM2 inh: inhibitors of microRNA-mediated deadenylation, human PABP1 MLLE binding | 360,000 compounds, 0.36% hits | inhibition, % at 20 µM | P11940 | GST-MLLE / FITC-PAM2 fluorescence polarization; in the data active means inhibition above about 35%, passing the limit was not always enough;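 further: plate controls were DMSO wells with GST-MLLE for no effect and wells lacking GST-MLLE protein for full effect; some results filed as inactive read as strong as hits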
MT1-MMP act inh: inhibitors of human MT1-MMP activation; P50281; HT1080 RFP-PRO-GFP cells, GFP/RFP ratio fluorescence, overnight; percent of plate control window, DMSO zero; GFP/RFP ratio change, % at 20 µM; 360,000 compounds, 0.061% hits; AID 651647;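 active means GFP/RFP ratio change of at least 30% with cell ATP level not reduced by more than half and red fluorescence within 50% of control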; further: strong numbers were not always called active
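Read-out: GFP/RFP fluorescence ratio; Test system: RFP-PRO-GFP reporter HT1080 cells; Compound dosing: single-point 20 µM compound, 1% DMSO; Times: overnight compound exposure at 37 °C.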
* = called active by the depositor; i = inactive; x = not tested or not shown.

Start of the data: the first 13 entries (preview)
SMILES	bovine MsrA act	CSN deneddyl inh	MsrA inh	E coli Lon inh	Rpn11 block	Rin1-Abl PPI inh	FAS-TE inh	MLLE-PAM2 inh	MT1-MMP act inh
COc1cccc(C(=O)OCC(=O)NCc2ccc3c(c2)OCO3)c1OC	-13	4	-0.7	-1	i	2	3	10	1
Cc1cc(C)c(S(=O)(=O)N2CCCCC2)cc1N(C)S(=O)(=O)c1ccc(Cl)cc1	-10	1	-0.2	0	i	1	-9	9	14
CCn1c(SCC(=O)Nc2cc(F)ccc2C)nnc1-c1ccccc1O	-2	-2	0.7	3	i	-2	-4	3	4
O=C(CCCCCn1c(=S)[nH]c2ccc(Br)cc2c1=O)NCC1CCCO1 (configuration not stated)	-4	-2	0.6	-3	i	-2	-6	-45	-2
CCOCCCNC(=O)C(NC(=O)CNC(=O)c1ccccc1)c1ccc(OC)cc1 (configuration not stated)	0	0	0.0	0	i	1	-4	-11	-1
Cc1cccc(C(=O)N2CCCC(N3CCN(c4ccc(F)cc4)CC3)C2)n1 (configuration not stated)	-2	1	0.6	-16	i	-7	-6	8	3
COc1cc(NC(=O)Cc2cccc3ccccc23)c(C(=O)O)cc1OC	-4	-3	-0.4	-2	i	-2	-1	-12	2
Cc1ccc(NC(=O)Cn2nc(C)c3ccccc3c2=O)cc1F	-2	4	0.9	6	i	-1	8	12	2
CCC(C)NCC(O)(c1ccc(Cl)cc1)c1ccc(Cl)cc1 (configuration not stated)	-4	4	-0.5	-4	i	-1	6	7	5
Cc1cc(NC(=O)CSCC(=O)Nc2cccc(S(=O)(=O)N3CCCCCC3)c2)no1	-2	1	1.2	4	i	0	-5	6	5
C[C@H]1CCC[C@]2(O[C@@H](CCO)C[C@H](O)[C@H]2O)O1	-2	-3	0.2	-5	i	2	-9	4	-1
O=C(NC1CC2CCCC(C1)N2C(=S)Nc1ccccc1)C1CC1 (configuration not stated)	-2	4	-1.1	1	i	2	-8	-46	2
COc1ccc(-c2nn[nH]n2)cc1OC	-3	-2	-0.7	-7	i	-2	0	-2	3

Main list, from the first entry:
SMILES	bovine MsrA act	CSN deneddyl inh	MsrA inh	E coli Lon inh	Rpn11 block	Rin1-Abl PPI inh	FAS-TE inh	MLLE-PAM2 inh	MT1-MMP act inh
COc1cccc(C(=O)OCC(=O)NCc2ccc3c(c2)OCO3)c1OC	-13	4	-0.7	-1	i	2	3	10	1
Cc1cc(C)c(S(=O)(=O)N2CCCCC2)cc1N(C)S(=O)(=O)c1ccc(Cl)cc1	-10	1	-0.2	0	i	1	-9	9	14
CCn1c(SCC(=O)Nc2cc(F)ccc2C)nnc1-c1ccccc1O	-2	-2	0.7	3	i	-2	-4	3	4
O=C(CCCCCn1c(=S)[nH]c2ccc(Br)cc2c1=O)NCC1CCCO1 (configuration not stated)	-4	-2	0.6	-3	i	-2	-6	-45	-2
CCOCCCNC(=O)C(NC(=O)CNC(=O)c1ccccc1)c1ccc(OC)cc1 (configuration not stated)	0	0	0.0	0	i	1	-4	-11	-1
Cc1cccc(C(=O)N2CCCC(N3CCN(c4ccc(F)cc4)CC3)C2)n1 (configuration not stated)	-2	1	0.6	-16	i	-7	-6	8	3
COc1cc(NC(=O)Cc2cccc3ccccc23)c(C(=O)O)cc1OC	-4	-3	-0.4	-2	i	-2	-1	-12	2
Cc1ccc(NC(=O)Cn2nc(C)c3ccccc3c2=O)cc1F	-2	4	0.9	6	i	-1	8	12	2
CCC(C)NCC(O)(c1ccc(Cl)cc1)c1ccc(Cl)cc1 (configuration not stated)	-4	4	-0.5	-4	i	-1	6	7	5
Cc1cc(NC(=O)CSCC(=O)Nc2cccc(S(=O)(=O)N3CCCCCC3)c2)no1	-2	1	1.2	4	i	0	-5	6	5
C[C@H]1CCC[C@]2(O[C@@H](CCO)C[C@H](O)[C@H]2O)O1	-2	-3	0.2	-5	i	2	-9	4	-1
O=C(NC1CC2CCCC(C1)N2C(=S)Nc1ccccc1)C1CC1 (configuration not stated)	-2	4	-1.1	1	i	2	-8	-46	2
COc1ccc(-c2nn[nH]n2)cc1OC	-3	-2	-0.7	-7	i	-2	0	-2	3
CC1(C)CC2CC(C)(CN2C(=O)c2cc(-c3ccccc3)on2)C1 (configuration not stated)	2	5	0.9	5	i	3	24	11	-2
O=C(CC(O)(C(F)(F)F)C(F)(F)F)Nc1ccc(Cl)c(Cl)c1	-10	-4	0.4	0	i	7	22	7	-15
CCOc1cccc(NC(=O)CSc2nncn2N)c1	0	-1	-0.3	9	i	2	-3	-11	1
CC(C)Oc1cc(F)ccc1-c1cc(C(=O)NCc2ccccn2)[nH]n1	-3	-1	-0.6	-2	i	-3	-8	0	6
Cc1ccc(-c2noc(CCC(=O)N3CCCc4ccccc43)n2)cc1	-5	-2	0.1	9	i	-1	14	4	-2
COCCNc1nc(N2CCCCC2)c2cnn(C)c2n1	-1	4	0.9	2	i	4	-6	8	-1
CCOC(=O)c1ccc([N+](=O)[O-])c(CS(=O)(=O)c2ccc(Cl)cc2)c1	-1	-4	0.1	1	i	-1	25	-1	1
CCOC(=O)c1nn(-c2cccc(OC)c2)c(-c2ccccc2)c1C(=O)c1ccccc1	3	0	0.0	5	i	-1	2	-22	2
O=C(CSc1nc(Nc2ccccc2)nc(N2CCOCC2)n1)Nc1cc(Cl)ccc1O	-2	3	0.8	-4	i	-2	0	-14	-3
CCN1CCN(c2ccc(NC(=O)c3ccc(Cl)c(S(=O)(=O)N4CCCC4)c3)cc2)CC1	-2	-3	-0.3	-6	i	1	-2	-44	5
COCOc1cc(O)c(C(=O)/C=C/c2ccc(OCOC)c(OCOC)c2)c(OCOC)c1	0	-4	x	-3	i	0	11	-5	-4
O=C1NC[C@H](Cc2ccc(O)cc2)N(CCc2cc(C(F)(F)F)cc(C(F)(F)F)c2)C1=O	-14	3	-1.0	1	x	x	-2	x	2
CCNCc1cc(Cl)c(OCc2ccccc2)c(OCC)c1	-3	16	-0.8	-18	i	2	-8	-2	-1
Cc1ccc2c(c1)C(N1CCCC1=O)CC(c1ccco1)N2 (configuration not stated)	-12	3	2.0	-3	i	-4	-3	31	-6
CC(=O)Nc1ccccc1OCC(=O)c1ccc2c(c1)OCO2	1	-2	0.6	-3	i	6	-4	0	1
COc1cc(C(=O)Nc2ccc(NC(=O)c3ccco3)nc2)cc(OC)c1OC	-9	4	3.1	1	i	0	-9	0	10
O=C(NCCCSc1ccccc1)c1ccc(=O)[nH]c1	-4	-6	0.7	3	i	-4	-3	7	1
COc1cccc(-c2sc3ccccc3c2-c2ccc(OCCN3CCCCC3)cc2)c1	-1	-2	x	3	i	1	23	10	-5
C=CCn1cnc2c(NCc3ccccc3)ncnc21	-10	1	-0.1	-7	i	1	-6	2	-1
COc1cc(C)ccc1OCC(=O)NCC1CCCO1 (configuration not stated)	-5	-2	-0.1	-12	i	2	-6	-3	-3
Cc1ccc(C(C)C)c(OCCCNCc2cccnc2)c1	-3	-1	-0.3	-6	i	5	-1	-7	-1
Cc1cc(Sc2nccn2C)ncc1[N+](=O)[O-]	-6	-1	0.6	-1	i	-3	10	6	1
COc1cc(C(=O)OCC(=O)c2cc(C)n(C)c2C)cc(NC(=O)c2ccco2)c1OC	-11	4	-0.2	-2	i	-1	5	12	0

Compound profiles (already shown). Values in the order: bovine MsrA act | CSN deneddyl inh | MsrA inh | E coli Lon inh | Rpn11 block | Rin1-Abl PPI inh | FAS-TE inh | MLLE-PAM2 inh | MT1-MMP act inh
Profile of `COc1cc(C(=O)OCC(=O)c2cc(C)n(C)c2C)cc(NC(=O)c2ccco2)c1OC` → -11 | 4 | -0.2 | -2 | i | -1 | 5 | 12 | 0
Profile of `COc1cc(NC(=O)Cc2cccc3ccccc23)c(C(=O)O)cc1OC` → -4 | -3 | -0.4 | -2 | i | -2 | -1 | -12 | 2

(more compounds)
SMILES	bovine MsrA act	CSN deneddyl inh	MsrA inh	E coli Lon inh	Rpn11 block	Rin1-Abl PPI inh	FAS-TE inh	MLLE-PAM2 inh	MT1-MMP act inh
CCOC(=O)CN1C(=O)N(c2ccccc2OC)S(=O)(=O)c2ccccc21	-1	-1	-1.6	9	i	7	-5	-18	-2
COC(=O)c1sccc1NC(=O)CN(C)NS(=O)(=O)c1ccc([N+](=O)[O-])cc1	-1	1	3.2	-2	i	-7	4	32	7
COc1ccc(C(=NN)c2ccc(OC)cc2)cc1	-6	-1	-1.7	4	i	-3	12	13	2
CC(=O)NC(=O)c1nnn(Cc2ccccc2)c1NC(C)=O	-2	1	1.3	4	i	6	-6	9	-2
Cc1onc(-c2ccccc2)c1C(=O)Nc1nnc(-c2ccncc2)s1	-19	-9	5.0*	1	i	2	-2	2	3
CCOC(=O)c1c(NC(=O)C(NCCN(C)C)c2ccccc2)sc2c1CCCC2 (configuration not stated)	-9	-1	-1.6	6	i	-1	7	1	-2
COc1cc2c(cc1OC)C(c1ccc(N(C)C)cc1)CC(=O)N2 (configuration not stated)	-3	2	1.2	-2	i	0	0	-2	0
COc1ccc(C(O)Cc2nc3ccccc3n2C)cc1OC (configuration not stated)	-9	3	-0.6	-4	i	1	-6	14	2
COCC(C)N1CC(O)=C(c2nc(-c3ccc(Cl)cc3)cs2)C1=N (configuration not stated)	-5	-2	0.0	-6	i	2	6	-7	1
Cc1cc2c(cc1S(=O)(=O)CCC(=O)N1CC(C)CC(C)C1)OCC(=O)N2 (configuration not stated)	-6	-4	-0.5	-14	i	3	-2	5	-1
CC1CC2(CCCC2)Nc2ccc(F)cc21 (configuration not stated)	-2	5	-0.7	-8	i	-1	3	10	7
CC1(C)CC2CC(C)(CN2C(=O)COC(=O)CNC(=O)c2ccc(Cl)c(Cl)c2)C1 (configuration not stated)	-8	-4	0.2	-13	i	1	14	-10	2
CCCn1c(C)cc(C(=O)COc2ccc(C)nc2[N+](=O)[O-])c1C	-5	-13	1.3	3	i	0	0	-2	3
CCN(CC)S(=O)(=O)c1ccc(C(=O)NNC(=O)C2CCN(S(=O)(=O)c3ccc(Cl)cc3)CC2)cc1	-4	6	-0.2	-2	i	-1	0	-10	4
CC(CC(=O)Nc1nc2ccccc2[nH]1)n1ccnc1 (configuration not stated)	-3	-4	0.3	-6	i	-2	-8	1	0
CCOCCCNC(=O)c1ccc2c(c1)ncn2-c1ccc(C)cc1C	-5	0	-1.4	0	i	1	-2	0	2
COc1ccc(CNC(=O)C(CCSC)NC(=O)c2ccco2)cc1 (configuration not stated)	-3	-5	-0.1	-7	i	5	-6	0	-1
Cc1cc(C(=O)CSc2nnnn2C)c(C)n1C1CC1	-3	0	0.9	-1	i	1	-4	-39	1
O=C(C1=C[C@@H](c2ccc(Br)cc2)C[C@@H](OCc2ccc(CO)cc2)O1)N1CCN(Cc2ccccc2)CC1	2	2	x	2	i	1	9	-6	-3
Oc1ccccc1O	-1	2	1.3	11	i	-1	1	-4	4
O=C(c1ccc2snnc2c1)N1CCN(c2ccccc2)CC1	-10	-1	0.7	-7	i	0	-1	2	2
CCN(CC(=O)Nc1ccc2c(c1)OCCO2)C(=O)c1ccc(S(=O)(=O)N(C)C)cc1	3	0	-0.9	-12	i	-1	-4	4	1
CCCC(=O)C1=C(c2ccccc2)C(C#N)(C#N)C(C#N)=C1N	-6	7	0.5	8	i	-1	22	9	-20
